Assay outcomes from PubChem.
ROC1-CUL1 inh = human ROC1-CUL1 E3 ligase inhibition; AID 1347404; inhibition, % at 10 µM; hit rate 0.6% among 140,000; in vitro K48 di-Ub FRET, acceptor:donor ratio, 45 min; P62877+Q13616; in the data active = inhibition above about 25%
Target sequence (P62877 whole entry, looked up): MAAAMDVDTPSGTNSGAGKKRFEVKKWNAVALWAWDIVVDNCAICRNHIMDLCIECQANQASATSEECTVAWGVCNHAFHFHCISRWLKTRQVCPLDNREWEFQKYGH
Target sequence (Q13616 whole entry, looked up): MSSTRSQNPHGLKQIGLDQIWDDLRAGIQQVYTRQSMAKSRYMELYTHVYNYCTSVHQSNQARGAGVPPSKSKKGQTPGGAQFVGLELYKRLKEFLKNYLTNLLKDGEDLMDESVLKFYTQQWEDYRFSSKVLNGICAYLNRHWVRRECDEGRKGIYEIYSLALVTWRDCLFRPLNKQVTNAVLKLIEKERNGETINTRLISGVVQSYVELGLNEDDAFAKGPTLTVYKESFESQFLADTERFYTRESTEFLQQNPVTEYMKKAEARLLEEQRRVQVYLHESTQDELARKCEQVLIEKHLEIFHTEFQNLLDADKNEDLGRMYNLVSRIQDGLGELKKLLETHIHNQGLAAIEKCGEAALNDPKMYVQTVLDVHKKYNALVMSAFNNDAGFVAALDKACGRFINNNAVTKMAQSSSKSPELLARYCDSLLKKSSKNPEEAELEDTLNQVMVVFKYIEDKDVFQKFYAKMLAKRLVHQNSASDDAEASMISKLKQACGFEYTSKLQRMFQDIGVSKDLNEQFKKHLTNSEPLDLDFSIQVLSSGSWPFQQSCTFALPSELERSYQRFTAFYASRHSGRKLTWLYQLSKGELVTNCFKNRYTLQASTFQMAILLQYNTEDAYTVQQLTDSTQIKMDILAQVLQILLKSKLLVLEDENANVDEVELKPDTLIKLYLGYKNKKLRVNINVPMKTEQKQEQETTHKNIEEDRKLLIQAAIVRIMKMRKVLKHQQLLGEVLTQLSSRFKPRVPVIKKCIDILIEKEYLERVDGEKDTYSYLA
* hit, by the source's call.

ROC1-CUL1 inh	SMILES
-10	Cc1cccc(OCC(=O)N(Cc2ccccc2)c2ccccn2)c1
-10	COc1ccc([N+](=O)[O-])c2cc3ccccc3cc12
8	O=C(CN(C1CCCCC1)S(=O)(=O)c1ccccc1)Nc1cccc2ccccc12
0	Cc1c(C)n(C)c2ccc(C(=O)NCCCN3CCCCC3)cc12
-4	CCc1ccc(CNC(=O)c2cc3c(=O)n(Cc4cccs4)ccc3nc2C)cc1
-4	CCN(CC)C(=O)CSc1nc2ccccc2o1
3	O=c1cc(C2CCCNC2)nc(-c2ccc3c(c2)OCO3)[nH]1 (stereo unspecified)
9	O=S(=O)(Cc1ccccc1F)N1CCN(c2ccccc2F)CC1
-5	Cc1ccc(OCC(O)CN2CCN(c3ccccc3)CC2)cc1C (stereo unspecified)
-13	Cc1cccc(NC(=O)Cn2c(=O)n(CCC(=O)N3CCc4ccccc4C3)c(=O)c3ccccc32)c1
-6	CCOC1(c2ccccc2)c2ccccc2CSc2ccccc21 (stereo unspecified)
7	COc1ccc(Cl)cc1NC(=O)CSc1nnc(COc2ccccc2)n1C
-3	CCCCn1c(=O)cc(C)n(-c2ccccc2)c1=O
-6	COc1cccc(C2OC3(C(=O)c4ccccc4C3=O)C3C(=O)N(c4ccc(Br)cc4)C(=O)C23)c1 (stereo unspecified)
2	CCCCNc1nc(Oc2ccc(=O)n(-c3ccccc3)n2)nc(N(C)C)n1
-1	CCNC(=O)c1ccc(C2CCCN2C(=O)CCc2cc(Cl)no2)s1 (stereo unspecified)
-7	CCCC(=O)N(c1nc(-c2ccc(C)cc2)c(CC)s1)c1ccc(C)cc1C
-3	Cc1nc(-c2ccc(Cl)cc2)cn1C
0	Cc1cc(C)cc(NC(=O)CCCc2nc(-c3ccco3)no2)c1
2	CCc1ccc(NC(=O)CN2C(=O)C(=O)c3ccccc32)cc1
5	CCOC(=O)c1cnc2c(Cl)cccc2c1Nc1ccccc1OCC
-3	COc1ccccc1OCc1nc2ccccc2n1Cc1ccccc1
3	Cn1c(=O)c2c(nc(-n3ccnc3)n2C)n(C)c1=O
-9	CC1CCN(S(=O)(=O)c2cn(CC(=O)Nc3cccc(C(F)(F)F)c3)c(=O)c3ccccc23)CC1
12	Cc1ccccc1CNC(=O)c1cc(NC(=O)CC2CCCC2)cc2nc(C3CCCO3)n(C)c12 (stereo unspecified)

More records
ROC1-CUL1 inh	SMILES
9	O=C(Nc1cccc(Cl)c1)C1CCCN(c2ncnc3c2nc2n3CCCCC2)C1 (stereo unspecified)
-3	Cc1cc(C(=O)Nc2ccc(S(=O)(=O)N3CCC(C)CC3)cc2)no1
-5	CCOc1ccc(Cl)cc1CNCCNCC(C)O (stereo unspecified)
6	O=C(c1cccc(F)c1)N(Cc1ccncc1)Cc1cccc(OCCc2ccc(F)cc2)c1
-3	Cc1oc2cc3oc(=O)c(CCC(=O)NCCc4ccccc4F)c(C)c3cc2c1C
-5	Cc1cccc(C)c1N=C1N=C(SCC(=O)O)N(c2ccc(Cl)cc2)C12CCC(C)CC2 (stereo unspecified)
4	COc1cc(C(=O)Nc2ccccc2S)cc(OC)c1OC
-1	CCCN1CCC(NC(=O)c2cccc(Cl)c2)CC1
-12	Clc1ccc(Nc2nc(-c3ccccc3)c3ccccc3n2)c(Cl)c1
-9	O=C(Nc1sc2c(c1C(=O)N1CCCCCC1)CCCC2)c1ccccc1
3	CC(=O)Nn1c(=O)c2cc3c(=O)n(NC(C)=O)c(=O)c3c(C(=O)c3ccc(Cl)cc3)c2c1=O
-2	C=CCN1C(=O)NC(=O)/C(=C\c2cccc(Cl)c2Cl)C1=O
0	O=C(c1ccccc1F)N1CCC(C(=O)N2CCN(c3ccccc3)CC2)CC1
-8	Nc1c(C(=O)Nc2ccc(Br)cc2Cl)sc2ncccc12
-8	O=C(NCc1cccc(Cl)c1)c1cnc(N2CCOCC2)c2ccccc12
-3	O=C1c2ccccc2C(=O)N1/N=C/c1ccc(Cl)c([N+](=O)[O-])c1
0	CCC(C(=O)NCCc1ccc(OC)c(OC)c1OC)n1nc(C)c2sc3ccccc3c2c1=O (stereo unspecified)
2	CCOC(=O)c1sc(=S)n(N(C)C)c1C
1	COc1ccc(N2CCN(C(=O)NC3CCCC3)CC2)cc1
-1	CC(C)(C)OC(=O)N1CCC(c2c(C(=O)N3CCCCC3)cnn2-c2ccc(F)cc2)CC1
69*	CC[n+]1c(/C=C/c2ccc3c(c2)c2ccccc2n3C)ccc2ccccc21
7	O=C(c1ccc(F)cc1)N1CCC(C2(c3ccccn3)NC(=O)N(CCc3cccs3)C2=O)CC1 (stereo unspecified)
-1	CN1/C(=C\C=Nc2ccccc2)C(C)(C)c2ccccc21
5	O=C(CSc1nnc(-c2cccnc2)n1C1CCCCC1)Nc1ccc(Br)cc1
-5	C/C(=N\NC(=O)CNC(=O)C(c1ccccc1)c1ccccc1)c1cccc(Br)c1

The listing continues.
ROC1-CUL1 inh	SMILES
-6	Cc1ccc(-c2cnnc(N3CCCC(c4nc5ccccc5[nH]4)C3)n2)o1 (stereo unspecified)
0	O=c1cc(N2CCCC2)cnn1CC(F)F
3	COC(=O)C1CCCCN1Cc1ccc2c(c1)CN(C(=O)c1ccc3[nH]ccc3c1)CCO2 (stereo unspecified)
-12	CCCCNC(=O)NS(=O)(=O)c1ccc(N=Cc2ccccc2O)cc1
-1	COc1ccc(Cl)cc1NC(=O)c1ccc(N2CCCCC2)cc1
1	O=C(CCc1nnc(-c2ccccc2)o1)N1CCC(C(O)c2ccccc2)CC1 (stereo unspecified)
-4	CC1CCc2c(sc(NC(=O)c3ccc(C(C)(C)C)cc3)c2C#N)C1 (stereo unspecified)
0	Cc1cc(NC(=O)CSc2nc3c([nH]c4ccccc43)c(=O)n2-c2cccc(Cl)c2)no1
-7	CC(C)CC(=O)NCc1ccc(-c2nc3ncccc3o2)cc1
4	COc1ccc(NC(=O)c2ccc(NC(=O)CCS(=O)(=O)c3cccs3)cc2)cc1OC
-9	CCN(c1ccccc1)S(=O)(=O)c1ccc(NC(=S)NC(=O)c2ccc(F)cc2)cc1
0	COC(=O)c1c(NC(=O)c2c(OC)cccc2OC)sc2c1C(C(=O)OC)CC2 (stereo unspecified)
-4	Cc1cc(C)n(-c2nc(Nc3ccc(Cl)cc3)nc(Nc3cccc(F)c3)n2)n1
-5	Cc1ccc(C)c(C(=O)COC(=O)CCCC(=O)Nc2cc(C(F)(F)F)ccc2Cl)c1
21	Cc1cc(O)oc2c1oc1c(O)c(=O)ccc12
-8	O=C(CCSc1nnc(-c2ccccc2)o1)Nc1ccccc1
-4	CCN(C(=O)CSc1nnc(-c2cc3occc3n2C)n1-c1ccccc1C)c1cccc(C)c1
-4	CCOC(=O)C1=C(c2ccccc2)N=c2s/c(=C/c3ccc(-c4cccc(Cl)c4Cl)o3)c(=O)n2C1c1ccc(OCC)c(OCC)c1 (stereo unspecified)
-2	N#CC1=C2Sc3ccccc3N2C(=N)C(C(N)=S)C1 (stereo unspecified)
12	C[C@@H]1CN(C2CCN(Cc3nc(CC4CC4)no3)CC2)C[C@H](C)O1
-1	O=C(NCCN1CCCOC1=O)c1ccc(C2CCCN2CC2CC2)s1 (stereo unspecified)
6	COc1ccc(-c2nc3cc(NC(=S)NC(=O)c4ccc5c(c4)OCCO5)ccc3o2)cc1Cl
-4	COc1ccc(Br)cc1/C=c1\sc2n(c1=O)C(=N)C(C#N)C(c1cc(Br)ccc1OC)C=2C#N (stereo unspecified)
6	CC(C)=C1C2C=CC1C1C(=O)N(c3ccc(Cl)c(C(F)(F)F)c3)C(=O)C21 (stereo unspecified)
-14	Cc1cccc(NC(=O)CN2C(=O)CC(c3ccccc3)Sc3ccccc32)c1 (stereo unspecified)

Shown as a hit in ROC1-CUL1 inh, of those listed so far:
ROC1-CUL1 inh	SMILES
69*	CC[n+]1c(/C=C/c2ccc3c(c2)c2ccccc2n3C)ccc2ccccc21

Later entries
ROC1-CUL1 inh	SMILES
1	O=C(Nc1ccc(Cl)cc1)C1CCCCC1
5	CCOC1(OCC)C(C=Cc2ccc([N+](=O)[O-])cc2)C(C#N)(C#N)C1(OCC)OCC (stereo unspecified)
-2	c1cc2c(cc1CNC1CC1)OCO2
-1	COc1ccc2nc3sc(C(=O)N4CCN(c5ccccc5)CC4)cc3cc2c1
-10	COc1ccc2c(c1)CCC=C2C[N+](=O)[O-]
6	Cc1ncc2c(c1CNS(=O)(=O)N(C)C)CCN(C(=O)c1cc3ccccc3n1C)C2
-10	CCC(CC)C(=O)Nc1cccc(/C(C)=N/NC(=O)Cc2ccc(Cl)cc2)c1
3	Cc1[nH]c2ccccc2c1CCN1C(=O)NC(=O)C2C1=NC(c1ccc(F)cc1)=NC2(C(F)(F)F)C(F)(F)F (stereo unspecified)
-4	Cc1cc(OCC(=O)Nc2sc3c(c2C(N)=O)CCCCCC3)cc(C)c1Cl
8	CC(C)c1ccc(CCC(=O)N2CCN(c3ccccc3)CC2)cc1
2	OC(Cc1ccccc1)c1ccc2c(c1)CN(Cc1cccn1-c1cccnc1)CCO2 (stereo unspecified)
13	CCCN1CCN(C(=O)Nc2ccc(C)c(Cl)c2)CC1
3	CC(=O)c1nn(-c2ccccc2)cc1C(=O)c1ccc(Br)cc1
0	Cc1cccc(-c2nnc(-c3cccc(NC(=O)CSc4ccccc4)c3)o2)c1
0	O=C(O)c1cc(-c2ccc(CO)o2)ccc1Cl
2	CCN(CC)C(=O)CN(Cc1ccc(Cl)c(Cl)c1)S(=O)(=O)c1ccc(Cl)cc1
5	CCCCCCCC1CCC(C2CCC(CI)CC2)CC1 (stereo unspecified)
12	CC1CCc2nc3ncn(Cc4ccccc4C#N)c(=O)c3cc2C1 (stereo unspecified)
2	Cc1ccc2[nH]c(C)c(CCNC(=O)c3cc4cc(Br)ccc4oc3=O)c2c1
-7	CC1=C(C#N)C(=O)N(C)C(=O)C1C=NNc1ccc(F)cc1 (stereo unspecified)
-3	COc1ccc(OC)c(-c2cc(C(=O)Nc3cccc(Cl)c3C)no2)c1
7	COc1ccc(C(=O)N2CCCC2C(=O)Nc2ccc(-n3ccnc3C)cc2)o1 (stereo unspecified)
-4	CCOc1cccc(N=c2ssc3c2-c2cc(F)ccc2NC3(C)C)c1
-5	Cc1ccc(C2C(C)C(N3CCC(C(=O)NCCc4ccc(Cl)cc4)CC3)NS2(=O)=O)cc1C (stereo unspecified)
1	Cc1ccc(S(=O)(=O)c2nc(-c3cccs3)oc2N2CCCCC2)cc1

More structures
ROC1-CUL1 inh	SMILES
1	O=C1CCN(S(=O)(=O)c2ccc(Cl)cc2)CCN1
-5	CCN(Cc1ccccc1)c1ncnc2c1nnn2C
8	CC1(C)C(C=C(Cl)Cl)C1C(=O)NCc1ccc2c(c1)OCO2 (stereo unspecified)
6	O=C(N/N=C/c1cc([N+](=O)[O-])ccc1Cl)c1cccc(Cl)c1
-4	CC(C)n1cc2c(c1-c1ccccc1Cl)c(=O)n(C)c(=O)n2C
-11	COc1ccc(-c2nn(C)c3sc(C(=O)NCCN(C)C)cc23)cc1OC
-12	C=CCOc1ccc2c(C)c(Cl)c(=O)oc2c1C
-10	CCOc1ccc(C(=O)NCCn2cc(SCC(=O)Nc3ccc4c(c3)OCCO4)c3ccccc32)cc1
-3	CCOC(=O)c1c(C)oc2ccc(N(C(=O)c3ccncc3)S(=O)(=O)c3ccc(C)cc3C)cc12
4	COC(=O)c1sccc1NC(=O)CSc1nc2c(C)cccc2[nH]1
6	C=CCN1N=C(C(C)(C)C)CSC1=O
4	Cc1ccc(-c2[nH]c3ccccc3c2SCCNC(=O)c2ccc(S(=O)(=O)N3CCOCC3)cc2)cc1
-7	COc1ccc(N2CC(NC(=O)C3CC3)CC2=O)cc1 (stereo unspecified)
-5	Nc1ncc(CN2CCCC(CNC(=O)c3cccc4ccccc34)C2)cn1 (stereo unspecified)
0	COc1ccc(OC)c(NC(=O)CCn2cccn2)c1
19	O=C1C2C(c3ccc(Cl)cc3)OC3(C(=O)c4ccccc4C3=O)C2C(=O)N1c1cccc([N+](=O)[O-])c1 (stereo unspecified)
12	CC1CCN(Cc2nnnn2CC(=O)NC(C)c2cnn(-c3ccccc3)c2)CC1 (stereo unspecified)
-5	Cc1cc(C)cc(NC(=O)C2CC(=O)N(c3ccccc3)C2)c1 (stereo unspecified)
-7	c1cnc(N2CCN(CCCOC3c4ccccc4CCc4ccccc43)CC2)nc1
-3	O=C(N/N=C/c1ccc(Cl)c([N+](=O)[O-])c1)c1ccc(Br)cc1
-1	CCCCN(C)CCCNC(=O)Cn1ncc2c3ccccc3n(Cc3ccccc3F)c2c1=O
3	COCCN1C(=O)C(C(c2ccc(F)cc2)N2CCN(c3ccccc3)CC2)C(=O)C=C1C (stereo unspecified)
14	CC(C)COc1ccc(C(=O)O)cc1Br
-3	COc1ccc(C(C[N+](=O)[O-])C2(c3ccccc3)C(=O)c3ccccc3C2=O)cc1 (stereo unspecified)

A portion of the results above, as a working copy:
ROC1-CUL1 inh	SMILES
1	O=C1CCN(S(=O)(=O)c2ccc(Cl)cc2)CCN1
-5	CCN(Cc1ccccc1)c1ncnc2c1nnn2C
8	CC1(C)C(C=C(Cl)Cl)C1C(=O)NCc1ccc2c(c1)OCO2 (stereo unspecified)
6	O=C(N/N=C/c1cc([N+](=O)[O-])ccc1Cl)c1cccc(Cl)c1
-4	CC(C)n1cc2c(c1-c1ccccc1Cl)c(=O)n(C)c(=O)n2C
-11	COc1ccc(-c2nn(C)c3sc(C(=O)NCCN(C)C)cc23)cc1OC
-12	C=CCOc1ccc2c(C)c(Cl)c(=O)oc2c1C
-10	CCOc1ccc(C(=O)NCCn2cc(SCC(=O)Nc3ccc4c(c3)OCCO4)c3ccccc32)cc1
-3	CCOC(=O)c1c(C)oc2ccc(N(C(=O)c3ccncc3)S(=O)(=O)c3ccc(C)cc3C)cc12
4	COC(=O)c1sccc1NC(=O)CSc1nc2c(C)cccc2[nH]1
6	C=CCN1N=C(C(C)(C)C)CSC1=O
4	Cc1ccc(-c2[nH]c3ccccc3c2SCCNC(=O)c2ccc(S(=O)(=O)N3CCOCC3)cc2)cc1
-7	COc1ccc(N2CC(NC(=O)C3CC3)CC2=O)cc1 (stereo unspecified)
-5	Nc1ncc(CN2CCCC(CNC(=O)c3cccc4ccccc34)C2)cn1 (stereo unspecified)
0	COc1ccc(OC)c(NC(=O)CCn2cccn2)c1

Some of the compounds tested; the hit share may differ from the screen's.
